Screening results deposited in PubChem by NMMLSC.
Bim-Bfl-1: inhibitors of Bim-Bfl-1 interaction, human. AID 1008. Q16548. hit rate 0.12% among 190,000. inhibition, % at 10 µM. Bead-based flow cytometry, Bim-Bfl-1 binding inhibition;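 further: 0% = wells without compound plus tracer and 100% = blocker peptide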
Bim-Bcl-2: disrupts Bim peptide binding to human Bcl-2; P10415; inhibition, % at 10 µM; Bead-based flow cytometry, Bim peptide-Bcl-2 binding; hit rate 0.06% among 190,000; in the data active means inhibition above about 40%; inconclusive means no clear call, values can overlap the other calls;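 further: 0% = no compound wells with probe peptide and 100% = reference peptide inhibitor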
Bcl-XL Bim block: human Bim-Bcl-XL interaction inhibition | hit rate 0.04% among 190,000 | Bim peptide-Bcl-XL binding, bead flow cytometry, fluorescence | inhibition, % at 10 µM | AID 1007 | Q07817
Target sequence (Q07817 whole entry, looked up): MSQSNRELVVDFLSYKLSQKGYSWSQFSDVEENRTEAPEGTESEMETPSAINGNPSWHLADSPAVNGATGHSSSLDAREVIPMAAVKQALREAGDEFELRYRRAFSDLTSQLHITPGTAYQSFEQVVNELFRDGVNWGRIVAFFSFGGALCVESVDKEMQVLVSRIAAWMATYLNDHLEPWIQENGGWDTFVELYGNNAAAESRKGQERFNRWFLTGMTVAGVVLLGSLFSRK
Rac1 wt GTP bind: human Rac1 wildtype GTP binding, inhibitors and activators; P63000; GST-Rac1 beads, fluorescent GTP binding, flow cytometry; actives lie on both sides; 0 = cold GTP competed, 100 = untreated; GTP binding activity (% of control), % at 10 µM; hit rate 0.27% among 190,000;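 active means GTP binding activity at least 20 points away from the 100% control level, either lower or higher; inconclusive means compound flagged as likely green fluorescent, judged across all proteins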
Cdc42 wt GTP: changes GTP binding to wildtype human Cdc42. P60953. GST-Cdc42 beads, Bodipy-GTP binding, flow cytometry; actives lie on both sides. percent activity (GTP binding), % at 10 µM. hit rate 0.2% among 190,000. AID 761;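 active means percent activity GTP binding at least 20 points away from the 100% baseline, either down as inhibitor or up as activator; inconclusive means compound flagged as likely green fluorescent from well-wide comparison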;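 further: median bead fluorescence of bound Bodipy-FL-GTP at 100 nM; 0% = excess unlabeled GTP control and 100% = no compound control; below 100% means less GTP binding so inhibitor and above means activator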
Target sequence (P60953 whole entry, looked up): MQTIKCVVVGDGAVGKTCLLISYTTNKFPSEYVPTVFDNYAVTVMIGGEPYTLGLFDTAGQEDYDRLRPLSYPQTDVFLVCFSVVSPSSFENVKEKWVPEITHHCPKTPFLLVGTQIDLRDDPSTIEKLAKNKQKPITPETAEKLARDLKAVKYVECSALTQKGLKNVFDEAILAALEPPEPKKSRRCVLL
Rab7 wt modul: alters GTP binding to wildtype dog Rab7; GST-Rab7 beads, fluorescent GTP binding, flow cytometry; actives lie on both sides; untreated = 100%, excess cold GTP = 0%; GTP binding activity (percent of control), % at 10 µM; hit rate 0.055% among 190,000; AID 758;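 active means fluorescent GTP binding to Rab7 beads changed by at least 20 points from the 100% baseline, either direction, mostly lower; inconclusive means compound itself probably fluorescent, or too few beads counted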;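 further: median green fluorescence of bound Bodipy-FL-GTP per Rab7 bead population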
Rac1 mut GTP: human Rac1 activated mutant GTP binding change | P63000 | GST-Rac1 activated beads, fluorescent GTP binding, flow cytometry; actives lie on both sides; 100% means binding = to untreated wells | percent activity (GTP binding), % at 10 µM | hit rate 0.11% among 190,000;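 active means GTP binding at least 20 percentage points away from the 100% baseline, in either direction, so actives lie on both sides; inconclusive means Compound likely fluorescent itself, or too few beads counted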
Rab2A wt mod: changes GTP binding to wildtype dog Rab2A, up or down. P61105. GST-Rab2 wt beads, Bodipy-GTP binding, flow cytometry. GTP binding activity, % at 10 µM. hit rate 0.19% among 190,000. AID 760;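 active means GTP binding activity at least 20 points away from 100%, either lowered or raised; inconclusive means signal likely due to the compound's own green fluorescence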;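 further: 0% = beads with excess unlabeled GTP and 100% = no-compound control corrected for plate trend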
HRas wt GTP bind: changes GTP binding to wildtype human HRas; GST-Ras wt beads, Bodipy-FL-GTP binding, flow cytometry; actives lie on both sides; GTP binding activity, % at 10 µM; hit rate 0.14% among 190,000;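 active means GTP binding activity at least 20% away from the 100% baseline, either lowered as inhibitor or raised as activator; inconclusive means flagged as likely green fluorescent, judged across all proteins in the well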;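 further: 0% = unlabeled GTP competition control and 100% = no-compound control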
Target sequence (P01112 whole entry, looked up): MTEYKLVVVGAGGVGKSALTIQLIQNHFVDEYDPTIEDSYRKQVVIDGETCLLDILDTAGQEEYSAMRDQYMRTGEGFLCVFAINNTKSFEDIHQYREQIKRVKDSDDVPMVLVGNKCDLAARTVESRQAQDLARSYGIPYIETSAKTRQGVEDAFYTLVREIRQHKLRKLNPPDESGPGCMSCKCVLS
Bim-Bcl-B: disrupts Bim peptide binding to human Bcl-B. bead-based flow cytometry. hit rate 0.073% among 190,000. inhibition, % at 10 µM. Q9HD36. AID 951;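 further: 0% = tracer peptide without compound and 100% = reference inhibitor peptide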
Target sequence (Q9HD36 whole entry, looked up): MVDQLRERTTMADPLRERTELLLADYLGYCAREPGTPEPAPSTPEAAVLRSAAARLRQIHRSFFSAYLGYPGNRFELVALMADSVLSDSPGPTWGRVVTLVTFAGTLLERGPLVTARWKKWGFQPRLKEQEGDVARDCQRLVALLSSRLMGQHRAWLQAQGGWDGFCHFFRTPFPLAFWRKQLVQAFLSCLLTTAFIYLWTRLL
Bim-Bcl-W: human Bim-Bcl-W interaction inhibition; bead-based flow cytometry, Bim peptide-Bcl-W binding; hit rate 0.02% among 190,000; Q92843; inhibition, % at 10 µM; AID 952;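 further: 0% = bound tracer without compound and 100% = peptide blocker; higher means less fluorescent Bim peptide bound to Bcl-W beads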
Target sequence (Q92843 whole entry, looked up): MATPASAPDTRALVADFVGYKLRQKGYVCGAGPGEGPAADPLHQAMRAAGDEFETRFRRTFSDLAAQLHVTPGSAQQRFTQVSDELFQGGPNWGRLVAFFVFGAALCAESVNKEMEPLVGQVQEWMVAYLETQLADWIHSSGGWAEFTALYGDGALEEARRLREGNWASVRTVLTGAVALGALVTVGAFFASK
The depositor's hits bear a star; ? = inconclusive. Unless noted, no stated cut-off is given here; in the data, active means inhibition above about 40%. Compounds were not picked by outcome, and some 0.62% of all compounds hit somewhere here.

SMILES | Bim-Bfl-1 | Bim-Bcl-2 | Bcl-XL Bim block | Rac1 wt GTP bind | Cdc42 wt GTP | Rab7 wt modul | Rac1 mut GTP | Rab2A wt mod | HRas wt GTP bind | Bim-Bcl-B | Bim-Bcl-W
CCCS(=O)(=O)N1CCC(C(=O)NCCCN2CCC(Cc3ccccc3)CC2)CC1 | -18 | -10 | -8 | 90 | 96 | 92 | 92 | 90 | 94 | -11 | -5
CC(NC(=O)CCc1nnc(C2CCCCC2)o1)c1ccc(F)cc1 (stereo not given) | 2 | 1 | -1 | 90 | 89 | 99 | 91 | 94 | 95 | -1 | 0
CCC(=O)Nc1ccc(NC(=O)c2cc3ccccc3o2)cc1 | -5 | -6 | 0 | 100 | 100 | 97 | 98 | 98 | 100 | -7 | 0
O=C(CC(=O)Nc1ccccn1)Nc1ccccn1 | -17 | -12 | -8 | 106 | 103 | 105 | 99 | 102 | 101 | -10 | 0
O=C(O)CCN1C(=O)c2ccc(NC(=O)CSCc3ccccc3)cc2C1=O | -5 | -7 | -2 | 96 | 94 | 96 | 97 | 96 | 96 | -2 | -2
COc1ccccc1CC(=O)NCCc1ccc(S(N)(=O)=O)cc1 | -13 | -6 | -3 | 111 | 108 | 100 | 102 | 103 | 103 | -6 | -2
CCNC(=O)NC(=O)C(C)Sc1ccc2c(c1)OCCO2 (stereo not given) | -9 | 0 | -4 | 96 | 99 | 95 | 97 | 96 | 98 | -7 | 0
COc1ccc(OC)c(S(=O)(=O)Nc2cccc(F)c2)c1 | -11 | -9 | -5 | 104 | 101 | 103 | 97 | 103 | 101 | -9 | 0
COCCNC(=O)CSc1nc2cc(OC)c(OC)cc2c(=O)n1Cc1ccc(OC)cc1 | -5 | -1 | -1 | 102 | 103 | 101 | 98 | 99 | 101 | 0 | -1
COc1ccc(-c2cnc3nc(/N=C/N(C)C)nn3c2/N=C/N(C)C)cc1 | -2 | 1 | 0 | 106 | 105 | 101 | 101 | 99 | 102 | -2 | 0
O=C(Cc1nc2ccccc2s1)c1ccc(O)cc1O | -5 | -5 | -3 | 114 | 106 | 106 | 101 | 103 | 105 | -4 | 6
O=c1[nH]c(SCc2ccc(Cl)cc2)nc2ccsc12 | -2 | -1 | -2 | 97 | 92 | 100 | 90 | 92 | 94 | -3 | 0
Cc1cc2cc(CNC(=O)c3cccs3)ccc2n1C | 4 | 5 | 3 | 98 | 96 | 91 | 99 | 94 | 95 | -7 | 4
Cc1cc2cc(C)c3nnc(SCC(=O)NCc4ccco4)n3c2cc1C | 0 | 0 | 0 | 105 | 103 | 96 | 99 | 96 | 101 | 0 | 0
CC(=O)Nc1cccc(NC(=O)c2c(-c3ccccc3Cl)noc2C)c1 | -2 | -1 | 0 | 100 | 97 | 98 | 97 | 97 | 99 | -4 | -4
c1ccc2c(c1)nc(CN1CCOCC1)n1c3ccccc3nc21 | 0 | -2 | 1 | 96 | 99 | 100 | 95 | 98 | 97 | 0 | 0
COc1ccc(OC)c(NC(=O)CSc2nc3ccccc3c(=O)n2CCNC(C)=O)c1 | -7 | -1 | 0 | 98 | 98 | 100 | 96 | 97 | 100 | -2 | 0
O=C(Cc1cn2ccsc2n1)Nc1cccc2cnccc12 | -12 | -10 | -7 | 106 | 104 | 101 | 99 | 101 | 101 | -8 | -4
CC(=O)c1cccc(S(=O)(=O)N2CCN(c3ccccc3F)CC2)c1 | 4 | 1 | 2 | 97 | 94 | 95 | 95 | 92 | 97 | 6 | 3
O=C(Nc1cccc2ccccc12)/C(=C/c1cccc([N+](=O)[O-])c1)NC(=O)c1cccs1 | 0 | 2 | 0 | 99 | 96 | 101 | 98 | 96 | 96 | -1 | -2
COc1ccc(NC(=O)CN2CCC(C(N)=O)CC2)cc1 | -9 | -7 | -6 | 103 | 101 | 102 | 98 | 100 | 101 | -7 | -3
O=C(COC(=O)c1cccnc1)c1ccc(Cl)c(Cl)c1 | -2 | -2 | -1 | 104 | 106 | 105 | 100 | 104 | 103 | -3 | 0
c1ccc(-n2nnnc2NC2CCCCC2)cc1 | -1 | 2 | -3 | 99 | 99 | 99 | 97 | 99 | 98 | 0 | 0
CC1(C)Cc2cccc(OCC(=O)N3CCN(c4ccccc4)CC3)c2O1 | -13 | -9 | -4 | 99 | 100 | 96 | 97 | 97 | 96 | -8 | -2
COc1cccc(SCC2CSc3nc4ccccc4c(=O)n32)c1 (stereo not given) | 3 | 0 | -2 | 92 | 90 | 96 | 94 | 93 | 93 | -1 | 0
CCCc1c(C)c(C#N)c2nc3ccccc3n2c1NCCCN1CCOCC1 | 0 | -2 | 4 | 100 | 102 | 97 | 98 | 99 | 101 | 0 | -1
CCOC(=O)c1cnc2ccc(OCC)cc2c1N1CCN(c2ccccc2OC)CC1 | -11 | -10 | 0 | 91 | 92 | 96 | 94 | 92 | 95 | -7 | 0
CC1(C2CC2)NC(=O)N(CC(=O)Nc2ccccc2-c2ccccc2)C1=O (stereo not given) | -3 | -2 | -4 | 102 | 103 | 99 | 95 | 99 | 100 | -2 | 0
Cc1ccc(NC(=O)c2oc3ccc(S(=O)(=O)N4CCOCC4)cc3c2C)c(C)c1 | -7 | -4 | -3 | 99 | 94 | 100 | 93 | 96 | 96 | -5 | -1
COc1ccccc1CNc1nc2nc(C)cc(=O)n2[nH]1 | -4 | -1 | 0 | 101 | 97 | 102 | 97 | 100 | 100 | -2 | 1
Cc1ccc(NC(=O)Nc2ccccc2C(=O)NCc2ccccc2)cc1 | -19 | -12 | -10 | 105 | 99 | 102 | 96 | 97 | 98 | -6 | -1
O=C(Nc1cccc(F)c1)c1ccc2c(c1)OCO2 | -11 | -9 | -4 | 108 | 105 | 100 | 100 | 103 | 103 | -9 | 0
c1ccc(-c2nnc(CSc3nc4ccccc4[nH]3)o2)cc1 | -8 | -9 | -8 | 103 | 100 | 104 | 97 | 100 | 102 | -6 | -5
O=C(CSc1nc(-c2ccc(F)cc2)cc(C(F)(F)F)n1)NCc1ccco1 | -1 | -5 | -1 | 96 | 100 | 97 | 98 | 95 | 99 | 3 | 0
CN1CCN(C(=O)C23CC4CC(C2)CC(c2ccccc2)(C4)C3)CC1 | -4 | -9 | -3 | 98 | 98 | 104 | 99 | 101 | 99 | -9 | -3
CCN(c1ccccc1)S(=O)(=O)c1ccc(Oc2ccc(-n3ccnc3)cc2)nc1 | 1 | -4 | -4 | 103 | 101 | 97 | 98 | 101 | 100 | -3 | -6
CCOC(=O)c1c(NC(=O)c2ccco2)sc2c1CCCC2 | -14 | -13 | -8 | 110 | 106 | 104 | 102 | 105 | 104 | -10 | -1
COc1ccc(N(C)S(=O)(=O)c2ccc3c(c2)CCC(=O)N3)cc1 | -2 | 1 | 3 | 95 | 99 | 95 | 96 | 96 | 97 | 1 | 1
CC1=C(C(=O)Nc2ccccc2)C(c2ccc(C)o2)n2ncnc2N1 (stereo not given) | 5 | 0 | 2 | 103 | 103 | 99 | 100 | 101 | 101 | -2 | 6
CN1c2ccccc2C(C)(C)C12CC(CCl)=NO2 (stereo not given) | 3 | 4 | -5 | 105 | 101 | 101 | 97 | 102 | 101 | 2 | -7
CO/N=C/CC(=O)c1ccc(OC)cc1 | -2 | 0 | -2 | 99 | 94 | 98 | 96 | 98 | 94 | -2 | -2
CC1(C)Cc2c(c(=S)nc(-c3ccccc3)n2CCCN2CCOCC2)CO1 | -7 | -2 | -9 | 100 | 95 | 102 | 97 | 98 | 97 | -8 | -6
CN1CCN(C2=Cc3ccccc3Sc3cc(F)ccc32)CC1 | 0 | -4 | -4 | 102 | 101 | 100 | 99 | 102 | 100 | -4 | -3
COc1ccc(-c2csc(N(CC3CCCO3)C(=O)c3ccccc3)n2)cc1 (stereo not given) | -4 | -2 | -3 | 99 | 103 | 99 | 99 | 100 | 103 | -5 | -2
CC(C)=NNc1nc2c(c(=O)n(C)c(=O)n2C)n1CCc1ccccc1 | 6 | 4 | 6 | 88 | 89 | 97 | 91 | 85 | 88 | -1 | 4
CN1CCC2(CC1)Nc1nc(SCc3ccc(Cl)cc3)nn1C1=C2CN(C)CC1 | 0 | -1 | 4 | 95 | 96 | 96 | 97 | 96 | 96 | 0 | 1
COc1ccc(CCn2c(C)cc3c(c2=O)C(c2ccc4c(c2)OCO4)C(C#N)=C(N)O3)cc1OC (stereo not given) | -12 | -7 | -6 | 98 | 95 | 94 | 95 | 95 | 95 | -8 | -2
C/C(CC(=O)N(C(C)C)C(C)C)=N\NC(=O)COc1ccc(Cl)cc1Cl | -5 | -3 | 0 | 99 | 99 | 105 | 99 | 101 | 99 | 1 | 0
CCCN(CC(=O)Nc1ccc(C(C)=O)cc1)CC(=O)Nc1ccccc1C | -2 | -2 | -2 | 96 | 97 | 95 | 96 | 97 | 96 | -1 | 2
Cn1nc(-c2ccccc2)c(CSc2ccccc2Cl)c1Cl | 2 | 0 | -3 | 95 | 96 | 94 | 96 | 96 | 96 | 0 | 3
CC(=O)c1ccc(NC(=S)NCc2ccc(Cl)cc2Cl)cc1 | -5 | -2 | 0 | 101 | 96 | 98 | 97 | 95 | 95 | -2 | 1
COc1ccc(C(Nc2ccc(S(=O)(=O)NCC3CCCO3)cc2)C(=O)NC(C)(C)C)cc1OC (stereo not given) | -2 | -10 | -2 | 99 | 96 | 98 | 96 | 95 | 95 | -4 | -2
COc1cc(/C=C(/NC(=O)c2ccc(Cl)cc2Cl)C(=O)O)cc(OC)c1OC | 0 | -3 | -3 | 102 | 99 | 100 | 97 | 97 | 102 | -4 | -3
Cc1ccc(N/N=C2/CCCNC2=O)cc1 | 0 | 0 | -3 | ? | ? | ? | ? | ? | ? | -2 | -2
CN(C)C(=O)CSc1nnc(Cc2ccccc2)n1Cc1ccco1 | 0 | 4 | -6 | 100 | 98 | 93 | 96 | 97 | 98 | -6 | -2
Cc1ccc(OCc2nnc(SCc3nc4ccccc4[nH]3)n2Cc2ccco2)cc1 | -4 | -3 | 2 | 106 | 104 | 103 | 101 | 100 | 103 | -3 | 4
O=C1C=C(NCc2ccncc2)CC(c2ccccc2)C1 (stereo not given) | 7 | 4 | -11 | 92 | 93 | 89 | 90 | 92 | 95 | -1 | 6
CCCNC(=O)c1ccccc1NC(=O)CN(c1ccccc1)S(=O)(=O)N(C)C | -3 | -6 | 0 | 101 | 98 | 104 | 95 | 99 | 100 | -3 | 0
CN(NC(=O)c1ccc(Cl)cc1)c1cccc(Cl)n1 | 1 | 0 | -2 | 103 | 105 | 108 | 101 | 106 | 105 | 0 | -3
O=C(O)C1CSC(c2ccccc2)N1C(=O)c1ccco1 (stereo not given) | -13 | -9 | -8 | 100 | 101 | 101 | 96 | 99 | 99 | -8 | 0
